PriA SSB inh = K. pneumoniae PriA-SSBct interaction inhibition; AlphaScreen SSBct-PriA binding, biotinylated peptide; inhibition, % at 33 µM; actives 0.6% (n = 430,000); in the data active = inhibition mostly above about 37%, no sharp cut-off; inactive = mostly below about 20%;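 note: plate controls were negative control peptide for no effect and reference peptide for full effect; strong numbers were not always called active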
PfHsp40 rescue = compounds rescuing yeast from Plasmodium falciparum HSP40 toxicity; S. cerevisiae expressing PfHsp40, growth rescue, ATP luminescence; growth rescue, % at 12.5 µM; actives 0.68% (n = 340,000); in the data active = growth rescue above about 28%, passing the limit was not always enough; inconclusive = no clear call, values can overlap the other calls;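 note: yeast W303a lacking pdr1 and pdr3 grown in galactose medium; growth measured after three days at 30 °C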
3CLpro inhibitor = SARS-CoV 3CLpro protease inhibition. inhibition, % at 6 µM. recombinant SARS-CoV 3CLpro, quenched FRET peptide cleavage. AID 1706. P0C6X7. actives 0.14% (n = 290,000); in the data active = inhibition above about 12%
BoNT A protease = BoNT A light chain protease inhibition; multiplex microsphere protease substrate cleavage, flow cytometry; inhibition, % at 10 µM; actives 0.17% (n = 360,000); AID 588499; note: plate controls were buffer without enzyme for full effect and enzyme alone for no effect
TcdB inh = blocks C. difficile toxin B glycohydrolase activity | P18177 | TcdB glycohydrolase enzymatic assay, plate reader | inhibition, % at 9.99 µM | actives 0.24% (n = 350,000); in the data active = inhibition above about 10%
VHR inh abs = DUSP3 (human) phosphatase inhibition; P51452; recombinant VHR phosphatase, pNPP absorbance; inhibition, % at 13.3 µM; actives 0.52% (n = 290,000); in the data active = inhibition above about 50%; note: some compounds called inactive have numbers as strong as hits
Target sequence (P51452 whole entry, looked up): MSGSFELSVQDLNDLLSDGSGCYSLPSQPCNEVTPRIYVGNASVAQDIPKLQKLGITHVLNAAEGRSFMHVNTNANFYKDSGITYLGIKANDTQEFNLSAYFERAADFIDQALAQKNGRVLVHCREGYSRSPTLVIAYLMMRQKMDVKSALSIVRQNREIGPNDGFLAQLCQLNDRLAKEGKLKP
Anthrax LF prot = anthrax lethal factor protease inhibition. multiplex microsphere protease cleavage assay, LF. P15917. inhibition, % at 10 µM. actives 0.12% (n = 360,000); note: plate controls were buffer without enzyme for full effect and enzyme alone for no effect
Target sequence (P15917 whole entry, looked up): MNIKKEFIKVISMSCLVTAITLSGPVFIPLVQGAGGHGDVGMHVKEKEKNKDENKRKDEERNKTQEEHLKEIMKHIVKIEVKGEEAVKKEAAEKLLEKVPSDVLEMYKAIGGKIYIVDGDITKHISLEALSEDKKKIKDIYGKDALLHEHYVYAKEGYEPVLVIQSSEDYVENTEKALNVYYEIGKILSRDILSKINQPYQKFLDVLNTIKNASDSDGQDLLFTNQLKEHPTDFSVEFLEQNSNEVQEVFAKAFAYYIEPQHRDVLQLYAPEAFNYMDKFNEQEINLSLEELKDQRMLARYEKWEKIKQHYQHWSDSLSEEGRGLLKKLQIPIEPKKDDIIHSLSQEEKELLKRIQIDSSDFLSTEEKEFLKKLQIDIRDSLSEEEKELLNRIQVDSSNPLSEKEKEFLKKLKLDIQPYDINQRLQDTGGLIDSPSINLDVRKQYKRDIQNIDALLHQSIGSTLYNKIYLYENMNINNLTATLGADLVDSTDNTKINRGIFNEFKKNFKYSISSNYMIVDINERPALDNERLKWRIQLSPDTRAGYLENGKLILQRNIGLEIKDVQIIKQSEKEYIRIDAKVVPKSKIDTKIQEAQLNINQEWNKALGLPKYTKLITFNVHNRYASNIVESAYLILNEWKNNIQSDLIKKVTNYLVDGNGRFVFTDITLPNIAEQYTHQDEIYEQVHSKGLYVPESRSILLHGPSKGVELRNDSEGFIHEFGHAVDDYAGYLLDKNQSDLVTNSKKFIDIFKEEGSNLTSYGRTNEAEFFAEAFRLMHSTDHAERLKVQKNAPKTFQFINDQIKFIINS
BH1578 lux ind = induces V. cholerae light production without autoinducers. actives 0.16% (n = 350,000). V. cholerae BH1578 lux reporter, luminescence, 6 h. activation, % at 18.7 µM; in the data active = activation mostly above about 9.7%, no sharp cut-off; inconclusive = no clear call, values can overlap the other calls; inactive = mostly below about 3.7%; note: not every result past the cut was called active; inactives centre near 0; reference of the scale not given here
Y pestis TopoI = Y. pestis Topo-I inhibition via cleavage products. actives 0.064% (n = 360,000). Y. pestis Topo-I cleavage product accumulation, plate reader. activity, % at 10 µM; in the data active = activity above about 50%, passing the limit was not always enough; inconclusive = no clear call, values can overlap the other calls; note: inactives centre near 2
CCHF vOTU inh = CCHFV vOTU protease inhibition; Pep-AMC fluorescence; AID 651958; actives 0.55% (n = 370,000); inhibition, % at 11.5 µM; in the data active = inhibition above about 30%; note: 0% = vehicle wells with enzyme and 100% = no enzyme wells
* hit, by the source's call; i = inactive; ? = inconclusive; . = not tested or not shown; & = joins results of further samples. Cut-off read from the data, not from the text of the source, unless noted: active = inhibition above about 30%; inconclusive = no clear call, values can overlap the other calls; inactive = below that.

The first 2 entries, to show the layout:
SMILES	PriA SSB inh	PfHsp40 rescue	3CLpro inhibitor	BoNT A protease	TcdB inh	VHR inh abs	Anthrax LF prot	BH1578 lux ind	Y pestis TopoI	CCHF vOTU inh
CC1CN1c1cc2c(c3c1ccn3C)C1CCC2C1 (stereo not given)	.	.	.	0.3	-4.9	.	-11	.	.	3
CSCCC(NC(=O)COc1ccccc1)C(=O)N1CCC(C(N)=O)CC1 (stereo not given)	-2	6.9	.	0.1	1.3	.	-3	i	6	6

All compounds of this part, previewed entries included:
SMILES	PriA SSB inh	PfHsp40 rescue	3CLpro inhibitor	BoNT A protease	TcdB inh	VHR inh abs	Anthrax LF prot	BH1578 lux ind	Y pestis TopoI	CCHF vOTU inh
CC1CN1c1cc2c(c3c1ccn3C)C1CCC2C1 (stereo not given)	.	.	.	0.3	-4.9	.	-11	.	.	3
CSCCC(NC(=O)COc1ccccc1)C(=O)N1CCC(C(N)=O)CC1 (stereo not given)	-2	6.9	.	0.1	1.3	.	-3	i	6	6
O=[N+]([O-])c1ccc(NN=CCCc2ccccc2)nc1	-10	-0.7	.	-0.1	1.6	.	-4	i	2	1
Cc1cccc(CC2S/C(=N/N=C/c3ccco3)N(c3ccccc3)C2=O)c1 (stereo not given)	.	-0.9	2	-0.1	0.9	26	-3	0.0	13	9
O=C(CCS(=O)(=O)c1cccc2nonc12)NCCc1ccccc1Cl	-8	-1.3	-7	-0.1	.	-4	-8	-0.3	0	-4
Cc1nn2c(N3CCN(C4CCCC4)CC3)cc(C(C)(C)C)nc2c1-c1ccccc1	-10	0.3	0	?	.	51*	-10	i	-5	-8
CN(C(=O)COc1ccc(Br)cc1Cl)C1CCCCC1	-19	0.5	1	0.3	2.0	13	-2	i	20	19
CSc1nc(N2CCN(Cc3ccc4c(c3)OCO4)CC2)c2ccccc2n1	0	0.7	-2	-3.7	0.4	-2	-5	i	2	.
COc1ccc(N(C)S(=O)(=O)c2cccc(C(=O)NCC3CCCCC3)c2)cc1	-10	0.3	4	-0.5	1.2	15	-4	-0.9	29	14
O=C(Nc1cccc(-n2cnnn2)c1)c1ccc(C(F)(F)F)cc1	-3	-0.2	.	1.4	0.5	.	1	1.3	3	16
CC(=O)N1CCC[C@H]1C(=O)O	6	-0.6	6	-0.5	-0.7	13	0	i	-5	-6
COc1ccc(NC(=O)CN(c2ccc(OC)c(Cl)c2)S(=O)(=O)c2ccccc2)c(OC)c1	7	0.7	-1	0.6	0.2	4	-10	i	28	11
O=C(Nc1ccccc1)C1CCN(S(=O)(=O)c2cccs2)CC1	6	-0.4	.	1.7	1.3	.	5	i	-7	4
COC(=O)c1ccc(CSc2nnc(-c3c[nH]c4ccccc34)n2-c2ccccc2)cc1	-3	1.8	1	0.1	0.9	-2	0	-0.3	13	16
COc1ccc2nc3cc(Cl)ccc3c(Nc3cc(CN4CCCC4)c(O)c(CN4CCCC4)c3)c2n1	.	.	-8	-1.2	-16	21	-54	-0.3	-54	-2
C=CCn1c(SCC(=O)NC(=O)c2cccc([N+](=O)[O-])c2)nnc1-c1ccccc1	-12	-0.9	4	1.2	.	10	1	-0.3	-3	8
Cc1cc(C(=O)CSc2nc3ccccc3o2)c(C)n1C1CC1	-14	0.6	-2	0.4	.	-11	-10	i	36	1
CCN(CC(=O)Nc1ccc2c(c1)OCCO2)CC(=O)Nc1ccc(C)c([N+](=O)[O-])c1	-1	-3.3	.	0.8	1.6	.	-7	0.8	30	16
Nc1nonc1-n1nnc(C(=O)N/N=C/c2ccc(Cl)cc2)c1-c1ccc2c(c1)OCO2	.	-0.5	5	0.3	2.1	-14	2	-0.4	1	7
C=CCNC(=O)c1ccc(C2SCC(=O)N2Cc2ccco2)cc1 (stereo not given)	3	0.2	0	0.1	-0.1	-1	1	-0.1	-1	7
COc1ccc(CCNC(=O)C(=O)NCC2OCCN2S(=O)(=O)c2ccc(OC)c(OC)c2)cc1OC (stereo not given)	-6	0.7	-4	-0.1	-0.4	17	-12	-0.6	-2	-2
COc1ccc(OC)c(NC(=O)CSc2nc3n[nH]c(C)c3c(=N)n2-c2cccc(Cl)c2C)c1	-10	-0.5	3	-0.9	-0.2	38	0	i	12	-9
COc1ccc(NC(=O)CN(c2ccccc2OC)S(=O)(=O)c2cccs2)cc1Cl	-3	4.8	.	-0.3	1.1	.	-9	i	13	-3
Cc1csc(CNc2ncnc3ccc(-c4cccnc4)cc23)c1	-15	-0.4	.	-0.2	0.2	.	2	-1.3	-3	-5
Cn1c(=O)c([N+](=O)[O-])c(NC2CCS(=O)(=O)C2)c2ccccc21 (stereo not given)	-9	0.2	0	1.5	0.7	10	3	-0.4	-4	11
OCC[C@@H]1C[C@H](O)[C@@H](O)[C@]2(OCCc3cc(C(F)(F)F)ccc32)O1	.	.	.	-0.2	-3.2	.	-3	i	-6	-3
O=C(O)CSc1nc2sc3c(c2c(=O)n1-c1ccccc1)CCC3	1	0.4	2	-1.2	-0.9	-16	-7	-0.3	-2	3
CCOC(=O)CCC(NC(=O)CCC(=O)NC(CCC(=O)OCC)C(=O)OCC)C(=O)OCC (stereo not given)	-13	-2.1	-1	-0.8	.	6	2	-0.3	-5	10
Cn1c(CN2CCOCC2)nc2cc(NC(=O)c3ccccc3Cl)ccc21	11	-1.1	2	-0.6	.	2	0	-0.3	0	-8
Cc1ccc(NC(=O)c2cc([N+](=O)[O-])ccc2N2CCCC2)cc1	28	3.2	2	0.2	2.3	26	0	i	-4	-14
O=C(Nc1ccc(Cl)cc1)OC1CN2CCC1CC2 (stereo not given)	-6	-0.2	0	?	-1.5	31	-4	i	0	1
CCN(CC(=O)Nc1ccc(NC(C)=O)cc1)C(=O)c1ccccc1SCC(=O)N1CCCC1	-11	-0.2	.	-0.6	-0.7	.	-16	i	4	1
O=C(/C(=C/c1ccccc1)n1cncn1)c1ccc(Cl)cc1Cl	-7	-0.2	6	0.0	.	-7	-1	-0.2	-1	6
CCN1C(=O)/C(=C/c2ccc(N3CCCC3)cc2)NC1=S	14	12	-4	9.7	.	-10	6	-0.2	-6	18
Cc1nc2ccc(NC(=O)CSc3ccccc3)cc2s1	-14	10	.	-0.5	1.2	.	1	1.2	1	2
COC(=O)c1cccc2nc3c(C(C)O)cccc3nc12 (stereo not given)	42*	15	.	1.9	-0.4	14	-4	-0.4	-3	15
COc1ccc(C/C(O)=C(\C#N)c2nc3ccccc3[nH]2)cc1OC	.	0.4	0	-0.5	.	19	2	i	3	6
Cc1ccc(C(C(=O)NC2CCCC2)N(C(=O)CNC(=O)c2cccs2)c2cccnc2)o1 (stereo not given)	-8	11	-2	-2.5	.	25	-4	-0.3	-13	-10
O=C(CN1C(=O)CSc2ccc(S(=O)(=O)N3CCCCCC3)cc21)NCCc1ccccc1	-5	0.2	.	0.1	3.1	.	1	-0.8	37	13
CCOC(=O)c1c(C)sc2c1N(C(=O)CN(CC)CC)c1ccccc1S2	-2	-0.2	1	2.7	.	-14	5	-0.6	8	3
CC(=O)N1CCC(C(=O)Nc2ccc(S(=O)(=O)N3CCCC(C)C3)cc2)CC1 (stereo not given)	-6	0.0	.	8.5	2.2	.	-1	i	-6	-6
Cc1cccc(Oc2ccccc2NC(=O)CN2C(=O)NC3(CCCC3)C2=O)c1	-15	-0.4	.	0.1	3.8	.	2	i	16	9
CCN(CC)S(=O)(=O)c1ccc(/C=C/C(=O)OCC(=O)Nc2cccnc2Cl)cc1	-7	0.4	.	.	-1.1	.	.	-1.7	14	6
Clc1ccc(N=c2ssnc2Cl)nc1	-2	1.3	-2	0.5	1.0	61*	7	-1.6	-1	15
CCOc1ccc(NC(=O)COC(=O)CNC(=O)c2ccc(-c3ccccc3)cc2)cc1	-11	-1.8	.	0.9	0.4	.	-4	-3.7	10	-6
COc1cc(C(=O)Nc2nc(-c3ccc(F)cc3)cs2)ccc1OCC(=O)N1CCOCC1	-3	-1.3	-2	0.1	1.0	2	2	-0.2	17	-1
O=C(c1ccsc1)N1CCCC(Nc2ccc(F)c(F)c2)C1 (stereo not given)	-27	-0.7	-3	0.1	1.2	-9	0	-0.5	-4	8
CCOc1cc2[nH]c(=S)n(Cc3ccc(C)o3)c(=O)c2cc1OCC	-2	-0.4	0	?	0.7	2	-5	-0.2	5	-11
CCCCC(CC)CO (stereo not given)	-7	-0.1	.	0.3	1.0	.	-3	-0.4	2	-1
CNC(=O)NC(=O)CSc1ncc(C(F)(F)F)cc1Cl	-8	7.7	-3	-2.3	.	2	-20	i	-6	-2
O=C(C[n+]1ccc(CCSc2ccc(F)cc2)cc1)c1ccccc1	46*	0.9	-1	20	.	5	-1	-0.5	-24	.
CCn1nnnc1SCC(=O)NCc1ccco1	-6	?	-8	-0.7	.	5	-7	-0.1	0	2
CCCCC(c1nnnn1CC1CCCO1)N1CCN(c2cc(Cl)ccc2C)CC1 (stereo not given)	3	0.0	-3	-0.5	.	32	-4	2.7	11	7
COc1ccc(OCCCC(=O)OCC(=O)NNC(=O)c2ccc([N+](=O)[O-])cc2)cc1	-1	-0.2	.	2.2	-0.1	.	2	i	2	-1
C[C@@H]1CN([C@H](C)CO)C(=O)CCCn2nncc2CO[C@H]1CN(C)S(=O)(=O)c1ccccc1F	.	.	.	0.2	0.2&-0.1	.	-6	-0.2	3	-6
CN1CCN(c2ccc(CNS(=O)(=O)c3cccc(F)c3)cc2)CC1	-6	-0.2	-2	?	-0.1	2	-17	0.6	2	4
CC(=O)Nc1cccc(OCCCOc2cccc([N+](=O)[O-])c2)c1	-2	1.7	.	-0.2	0.3	.	2	-1.2	10	-6
COc1ccc([N+](=O)[O-])cc1N(CC1CO1)S(=O)(=O)c1ccc(C)cc1 (stereo not given)	4	-0.3	1	-1.9	0.1	4	3	-0.3	1	20
CCC1CCCCN1S(=O)(=O)c1c(C)n(C)c(=O)n(C)c1=O (stereo not given)	-13&-10	0.7	.	-4.4	5.7	.	-3	-0.3	5	-10

Some of these compounds in order of count of non-hydrogen atoms, smallest number first:
SMILES	PriA SSB inh	PfHsp40 rescue	3CLpro inhibitor	BoNT A protease	TcdB inh	VHR inh abs	Anthrax LF prot	BH1578 lux ind	Y pestis TopoI	CCHF vOTU inh
CCCCC(CC)CO (stereo not given)	-7	-0.1	.	0.3	1.0	.	-3	-0.4	2	-1
CCn1nnnc1SCC(=O)NCc1ccco1	-6	?	-8	-0.7	.	5	-7	-0.1	0	2
CNC(=O)NC(=O)CSc1ncc(C(F)(F)F)cc1Cl	-8	7.7	-3	-2.3	.	2	-20	i	-6	-2
CCC1CCCCN1S(=O)(=O)c1c(C)n(C)c(=O)n(C)c1=O (stereo not given)	-13&-10	0.7	.	-4.4	5.7	.	-3	-0.3	5	-10
CC(=O)Nc1cccc(OCCCOc2cccc([N+](=O)[O-])c2)c1	-2	1.7	.	-0.2	0.3	.	2	-1.2	10	-6
CCOc1cc2[nH]c(=S)n(Cc3ccc(C)o3)c(=O)c2cc1OCC	-2	-0.4	0	?	0.7	2	-5	-0.2	5	-11
COc1ccc([N+](=O)[O-])cc1N(CC1CO1)S(=O)(=O)c1ccc(C)cc1 (stereo not given)	4	-0.3	1	-1.9	0.1	4	3	-0.3	1	20
CCCCC(c1nnnn1CC1CCCO1)N1CCN(c2cc(Cl)ccc2C)CC1 (stereo not given)	3	0.0	-3	-0.5	.	32	-4	2.7	11	7
COc1ccc(OCCCC(=O)OCC(=O)NNC(=O)c2ccc([N+](=O)[O-])cc2)cc1	-1	-0.2	.	2.2	-0.1	.	2	i	2	-1
CCOc1ccc(NC(=O)COC(=O)CNC(=O)c2ccc(-c3ccccc3)cc2)cc1	-11	-1.8	.	0.9	0.4	.	-4	-3.7	10	-6
COc1cc(C(=O)Nc2nc(-c3ccc(F)cc3)cs2)ccc1OCC(=O)N1CCOCC1	-3	-1.3	-2	0.1	1.0	2	2	-0.2	17	-1
C[C@@H]1CN([C@H](C)CO)C(=O)CCCn2nncc2CO[C@H]1CN(C)S(=O)(=O)c1ccccc1F	.	.	.	0.2	0.2&-0.1	.	-6	-0.2	3	-6

The list is partial (hit frequency here may not be typical).
